HCMV inh = qHTS Assay for inhibitors of the human cytomegalovirus (HCMV); HFF cells, HCMV-luciferase reporter, 72 h; stronger effect = lower value; activity change, negative = inhibition, % at 57.5 µM; hit rate 4.5% among 410,000; AID 1259415, 2018; in the data active means activity change below about -60%; inconclusive means no clear call, values can overlap the other calls; inactive means above about -39%; further: on the % scale 0 is the no-effect control and ±100 the full control effect
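Two-dose cell screen: HFF monolayers treated with compounds and infected with luciferase-expressing HCMV at 1 PFU/cell, 72 h at 37C, then lysed for luciferase measurement.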
AmpC inh no detg = qHTS Inhibitors of AmpC Beta-Lactamase (assay without detergent) | AmpC nitrocefin hydrolysis, absorbance 480 nm, 0.0001% Triton | Potency, µM (series often up to 57.1 µM), without a hit: at the highest dose activity change, negative = inhibition, most hits filed as inhibitors | AID 485341, 2010 | hit rate 0.52% among 330,000;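 further: potency means the concentration at half of the fitted maximal effect; plate controls were no compound for no effect and no enzyme for full effect; nearly all actives have a fitted effect of over 20% in size; some results filed as inactive show a strong effect at the top dose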
Target sequence (P00811 whole entry, looked up): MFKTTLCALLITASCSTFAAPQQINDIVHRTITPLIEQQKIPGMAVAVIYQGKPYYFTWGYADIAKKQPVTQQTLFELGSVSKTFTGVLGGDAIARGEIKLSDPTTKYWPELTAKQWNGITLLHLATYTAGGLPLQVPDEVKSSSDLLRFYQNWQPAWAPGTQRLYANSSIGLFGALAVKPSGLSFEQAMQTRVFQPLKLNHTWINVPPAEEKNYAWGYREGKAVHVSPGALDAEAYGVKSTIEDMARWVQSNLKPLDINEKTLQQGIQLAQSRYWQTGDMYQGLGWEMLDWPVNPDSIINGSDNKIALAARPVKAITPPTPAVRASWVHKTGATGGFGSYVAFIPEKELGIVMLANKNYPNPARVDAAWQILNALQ
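20 mM phosphate pH 7.0 + 0.01% (detergent screen) or 0.0001% Triton X-100; 5.3 nM AmpC reagent; cpd preinc 15 min RT; nitrocefin (800 uM stock) to start; A480 q20 s × 4 min; Activity was normalised to no-enzyme and no-compound control wells.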
AmpC detergent = qHTS Inhibitors of AmpC Beta-Lactamase (assay with detergent). AmpC hydrolysis of nitrocefin, absorbance 480 nm, 0.01% Triton. Potency, µM (titrated, usually from 114 µM), inactives show at the top dose activity change, negative = inhibition, actives largely listed as inhibitors. hit rate 0.041% among 370,000. AID 485294, 2010;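 further: potency means the concentration at half of the fitted maximal effect; 0% = no-compound wells and -100% = no-enzyme wells; nearly all actives have a fitted effect of over 25% in size; some results filed as inactive show a strong effect at the top dose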
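20 mM phosphate pH 7.0 + 0.01% (detergent screen) or 0.0001% Triton X-100; 5.3 nM AmpC reagent; cpd preinc 15 min RT; nitrocefin (800 uM stock) to start; A480 q20 s × 4 min; Activity was normalised to no-enzyme and no-compound control wells.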
Shiga inhibitor = A qHTS for Small Molecule Inhibitors of Shiga Toxin; Vero cells, Shiga toxin protein synthesis inhibition reporter; AID 2315, 2010; inhibition, % at 38.7 µM; hit rate 9.2% among 290,000; in the data active means inhibition mostly above about 28%, no sharp cut-off; inactive means mostly below about 43%; further: 0% is about no effect
FBPA Giardia inh = qHTS Assay for Inhibitors of Fructose-1,6-bisphosphate Aldolase from Giardia Lamblia; A8B2U2; purified Giardia FBPA; Potency, µM (doses to about 59.6 µM), for the others: top-dose activity, negative = inhibition, usual class: inhibitors; hit rate 0.71% among 290,000; further: potency means the concentration at half of the fitted maximal effect; on the % scale 0 is the no-effect control and ±100 the full control effect; nearly all actives have a fitted effect of over 55% in size
Target sequence (A8B2U2 whole entry, looked up): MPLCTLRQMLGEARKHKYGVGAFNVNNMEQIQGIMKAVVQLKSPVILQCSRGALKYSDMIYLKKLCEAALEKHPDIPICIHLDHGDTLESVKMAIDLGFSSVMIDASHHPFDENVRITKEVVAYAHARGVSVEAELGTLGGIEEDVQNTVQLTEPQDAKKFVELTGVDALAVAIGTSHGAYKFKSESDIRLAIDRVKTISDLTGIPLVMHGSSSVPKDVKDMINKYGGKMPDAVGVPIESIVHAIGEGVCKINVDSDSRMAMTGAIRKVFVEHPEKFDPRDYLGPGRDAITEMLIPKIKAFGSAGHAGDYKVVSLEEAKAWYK
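40 nM FBPA preincubated 10 min at RT with compound (up to 57.5 uM final), then substrate plus GAPDH/TPI/NAD/arsenate coupling and diaphorase/resazurin added. Fluorescence read after 20 min at RT, 525/598 nm.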
AMA1-RON2 inh = qHTS for Inhibitors of AMA1-RON; Towards Development of Antimalarial Drug Lead: Primary Screen. Plasmodium falciparum AMA1 (3D7) - RON2 peptide interaction. Potency, µM (titrated, usually from 58.2 µM), for inactives: at the top dose activity change, negative = inhibition, hits mostly inhibitors. hit rate 0.2% among 360,000. AlphaScreen AMA1-biotinylated RON2 peptide binding;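 further: potency means the concentration at half of the fitted maximal effect; 0% = vehicle wells and -100% = peptide control; nearly all actives have a fitted effect of over 45% in size; some results filed as inactive show a strong effect at the top dose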
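AMA1 (3D7) with his tag at 25 nM final met compounds first, then biotinylated RON2 peptide at 25 nM; detection used donor plus acceptor beads, 10 µg/mL apiece, read by AlphaScreen after 30 min at room temperature.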
CHX counter = Cycloheximide Counterscreen for Small Molecule Inhibitors of Shiga Toxin | cell reporter, cycloheximide protein synthesis inhibition counterscreen | hit rate 12% among 300,000 | max response, %; in the data active means max response mostly above about 13%, no sharp cut-off; inactive means mostly below about 14%; further: read at 38.3 µM for the half of the compounds with a filed dose; 0% is about no effect
* hit, by the source's call; u = inconclusive; x = not tested or not shown; [ ] = another dose, or the depositor's remark. Unless noted, the call rests on the fitted dose curve; in most records, active means well fitted curve in the direction sought with a large enough effect; inconclusive means small, poorly fitted or top-dose-only effect, or another doubt; inactive means no such curve, though single readings can be large; an effect the other way counts as inactive or inconclusive.

1	Cc1nc2nc3c(c(=O)n2[nH]1)CCC3
2	COCCCNc1nc(CC(C)C)nc2c1nnn2Cc1ccccc1
3	COc1ccccc1CCNS(=O)(=O)c1cn(C)nc1C
4	CC(C)/C=C1\CCc2c([nH]c3ccccc23)C1=O
5	Cc1cc(C)c(S(=O)(=O)N2CC=C(c3ccccc3)CC2)c(C)c1
6	COc1ccc(C2C(C(=O)Nc3ccccc3)=C(C)N=C3SCC(=O)N32)cc1 (stereo unspecified)

screen / no.,1,2,3,4,5,6
HCMV inh,-3,30,-2,-70*,-32,48
AmpC inh no detg,-9%,36%,24%,-41%,-46%,-21%
AmpC detergent,-5%,u,-5%,8%,-5%,-10%
Shiga inhibitor,-7,x,-9,45*,x,7
FBPA Giardia inh,-29%,7%,4%,-3%,x,-5%
AMA1-RON2 inh,-7%,2%,5%,-1%,9%,7%
CHX counter,-4,-1,1,32*,x,-2

7	O=C1[C@H]2[C@@H](c3ccc(F)cc3)N3C(=O)N(c4cccc(F)c4)C(=O)[C@@]3(Cc3ccccc3)[C@H]2C(=O)N1C1CCCCC1
8	COc1ccccc1NC(=S)NC(=O)/C=C/c1ccco1
9	CCn1c(SCC#N)nc2cc(S(=O)(=O)N3CCOCC3)ccc21
10	Cc1ccc(N(Cc2cc3cc(C)ccc3[nH]c2=O)C(=O)c2cccs2)cc1
11	CCOC(=O)C1=C(C)Nc2nc(SC)nn2C1c1ccc(C(=O)OC)cc1 (stereo unspecified)
12	CCCOC(=O)c1ccc(NC(=O)C2C3C=CC(O3)C2C(=O)O)cc1 (stereo unspecified)

screen / no.,7,8,9,10,11,12
HCMV inh,1,-17,15,-30,x,17
AmpC inh no detg,26%,-53%,1%,-12%,-10%,2%
AmpC detergent,u,-12%,3%,-1%,u,-3%
Shiga inhibitor,x,9,-8,10,-8,50
FBPA Giardia inh,x,-14%,x,9%,5%,9%
AMA1-RON2 inh,-2%,15%,0%,10%,-4%,1%
CHX counter,x,7,3,2,-3,32*

13	CC(=O)c1ccc(NC(=O)C(C)N(C)CC(=O)Nc2cccc(F)c2)cc1 (stereo unspecified)
14	O=C(CSC1=NS(=O)(=O)c2cc(Cl)ccc2N1)c1ccc(Cl)cc1
15	Cc1cc(NC(=O)c2c(Cl)cnn2C)no1
16	CC1CN(c2cc(=O)n(Cc3ccc(F)cc3)c(=O)[nH]2)CC(C)O1 (stereo unspecified)
17	O=C(O)c1ccc(N/N=C/c2ccc(C(F)(F)F)cc2)cc1
18	CCC(=O)NC(=S)Nc1ccc(OC)cc1OC

screen / no.,13,14,15,16,17,18
HCMV inh,-39,-15,5,5,-31,-34
AmpC inh no detg,-12%,-3%,-22%,6%,-26%,-12%
AmpC detergent,-3%,-11%,-6%,u,-2%,-10%
Shiga inhibitor,-1,x,-13,-18,24,22
FBPA Giardia inh,-1%,x,1%,-1%,7%,4%
AMA1-RON2 inh,1%,23%,12%,-1%,5%,-17%
CHX counter,10,x,-1,-2,23,12

19	S=C(NCC1CCCO1)N1CCN(c2nc(-c3ccccc3)cs2)CC1 (stereo unspecified)
20	Cc1ccc(Oc2cc(NC(=O)CCCn3nc(C)c([N+](=O)[O-])c3C)cc([N+](=O)[O-])c2)cc1
21	C=CCNC(=S)NNC(=O)C(CCCC)CC(O)COCC(C)C (stereo unspecified)
22	CCn1cc(C(=O)NC2CCCCC2)c(=O)c2ccc(C)nc21
23	CC(C)(C)N1C(=O)[C@H]2[C@@H](c3ccc(Br)cc3)N3C(=O)N(c4cccc(Br)c4)C(=O)[C@@]3(Cc3ccccc3)[C@H]2C1=O
24	O=[N+]([O-])c1ccc(Cl)cc1Sc1cccc2cccnc12

screen / no.,19,20,21,22,23,24
HCMV inh,-37,4,34,5,x,-23
AmpC inh no detg,55%,-1%,-7%,-11%,9%,-21%
AmpC detergent,7%,-15%,0%,-5%,-12%,0%
Shiga inhibitor,-7,9,-2,-14,3,-7
FBPA Giardia inh,-3%,-7%,-1%,-7%,-5%,-14%
AMA1-RON2 inh,-15%,-19%,83%[activator],15%,7%,-1%
CHX counter,-4,7,-2,-1,4,-3

25	Cc1cccc(C(=O)Nc2ccc(C(=O)N/N=C/c3cccnc3)cc2)c1
26	Oc1ccc(/C=N/Nc2nc(-c3ccc(Cl)cc3)cc(C(F)(F)F)n2)cc1
27	CC(=O)n1cc([C@@H]2C=C(C(=O)NCc3ccccc3)O[C@H](OCCCCO)C2)c2ccccc21
28	CC(C)Oc1ccc(CC2(CCc3ccncc3)C(=O)NC(=O)NC2=O)cc1
29	CCC(C)Sc1nc(O)c(Cc2ccccc2)c(=O)[nH]1 (stereo unspecified)
30	O=C(CC(c1ccccc1)c1cc(Br)ccc1O)NCCN1CCOCC1 (stereo unspecified)

screen / no.,25,26,27,28,29,30
HCMV inh,-4,-77*,-7,14,23,71
AmpC inh no detg,-23%,16µM*,84%[activator],-7%,-5%,72%[activator]
AmpC detergent,u,-9%,-1%,-8%,2%,0%
Shiga inhibitor,20,1,37,-9,-1,3
FBPA Giardia inh,-3%,-4%,7%,4%,1%,u
AMA1-RON2 inh,-1%,-7%[11.6 µM],5%,-5%,8%,-3%
CHX counter,-5,11,0,-2,-2,-1

31	Cc1ccc(C)c(NC(=O)Nc2ccc3c(c2)OCO3)c1
32	CCN(CC)c1ccc(C2C3CCCCC3(O)CCN2CC(=O)Nc2ccccc2)cc1 (stereo unspecified)
33	CCOC(=O)C1(Cc2cccc(OC)c2)CCN(Cc2ccccc2)CC1
34	O=c1cc(-c2ccccc2)cc(-c2ccccc2)n1CCO
35	Cc1cccc2c3nc4ccccc4nc3n(C)c12
36	N#Cc1cc2c(nc1SCC(=O)N1CCCCC1)CCCC2

screen / no.,31,32,33,34,35,36
HCMV inh,-2,-30,1,2,168,-2
AmpC inh no detg,-35%,121%[activator],19%,9%,-16%,-18%
AmpC detergent,2%,-1%,-5%,u,u,2%
Shiga inhibitor,55*,22,-9,x,23,28
FBPA Giardia inh,x,-15%,-11%,x,-3%,9%
AMA1-RON2 inh,-4%,u,-21%,-2%,15%,-2%
CHX counter,47*,-2,1,x,18,17*

37	NCC(CC(=O)O)C1CCCCC1 (stereo unspecified)
38	C[C@H]1CCC[C@]2(C)C[C@H]3OC(=O)C(CN4CCCCCC4)[C@H]3C=C12 (stereo partly specified)
39	COc1ccc(NC(=O)Nc2nnc(N3CCCCC3C)s2)cc1OC (stereo unspecified)
40	CC1(C)Cc2c(c(N3CCOCC3)nc3sc4c(=O)[nH]cnc4c23)CS1
41	CCN(CC)CC(=O)Nc1ccccc1SCC(=O)Nc1ccsc1C(=O)OC
42	O=C(Nc1ccc2c(c1)OCO2)C1CCCCC1

screen / no.,37,38,39,40,41,42
HCMV inh,-24,u,0,-35,-26,27
AmpC inh no detg,-18%,-6%,-7%,-40%,76%[activator],-9%
AmpC detergent,1%,-2%,u,-6%,-1%,2%
Shiga inhibitor,7,-14,-15,-3,-18,38*
FBPA Giardia inh,-4%,2%,-4%,-14%,-1%,5%
AMA1-RON2 inh,-7%,-1%,-3%,20%,8%,5%
CHX counter,5,-3,-2,-2,0,33*

Some of the entries above, set out differently.
no.	smiles	HCMV inh	AmpC inh no detg	AmpC detergent	Shiga inhibitor	FBPA Giardia inh	AMA1-RON2 inh	CHX counter
37	NCC(CC(=O)O)C1CCCCC1 (stereo unspecified)	-24	-18%	1%	7	-4%	-7%	5
38	C[C@H]1CCC[C@]2(C)C[C@H]3OC(=O)C(CN4CCCCCC4)[C@H]3C=C12 (stereo partly specified)	u	-6%	-2%	-14	2%	-1%	-3

Sorted by heavy-atom count (falling): three of the compounds above.
40	CC1(C)Cc2c(c(N3CCOCC3)nc3sc4c(=O)[nH]cnc4c23)CS1
38	C[C@H]1CCC[C@]2(C)C[C@H]3OC(=O)C(CN4CCCCCC4)[C@H]3C=C12 (stereo partly specified)
37	NCC(CC(=O)O)C1CCCCC1 (stereo unspecified)

screen / no.,40,38,37
HCMV inh,-35,u,-24
AmpC inh no detg,-40%,-6%,-18%
AmpC detergent,-6%,-2%,1%
Shiga inhibitor,-3,-14,7
FBPA Giardia inh,-14%,2%,-4%
AMA1-RON2 inh,20%,-1%,-7%
CHX counter,-2,-3,5

New compounds follow
43	CCn1cc(C(=O)NCCN(C)CCc2ccccc2)c(=O)c2cc(S(=O)(=O)N(C)C)ccc21
44	CC(/C=N/NC(=O)c1ccncc1)=C\c1ccco1
45	CCC(=O)Nc1ccc(NC(=O)C23CC4CC(CC(C4)C2)C3)cn1
46	C1=C[C@@H]2CCN(Cc3ccccc3)Cc3cccc(c32)C1
47	O=C(COC(=O)COc1ccccc1)Nc1ccc(S(=O)(=O)N2CCOCC2)cc1
48	O=S(=O)(c1ccccc1)c1nc(-c2ccccc2)oc1NCc1cccnc1

screen / no.,43,44,45,46,47,48
HCMV inh,-2,61,140,32,-2,-2
AmpC inh no detg,165%[activator],-17%,20%,-2%,-39%,44%
AmpC detergent,0%,-1%,u,5%,-14%,1%
Shiga inhibitor,9,27,34,x,-4,-13
FBPA Giardia inh,-2%,u,-11%,x,3%,2%
AMA1-RON2 inh,-6%,29%,-3%,0%,-7%,-3%
CHX counter,4,10,14,x,1,6

49	O=C(COc1coc(CN2CCc3ccccc3C2)cc1=O)Nc1cccc(Cl)c1
50	Cc1ccc(NC(=O)c2nnn(-c3cccc(C(F)(F)F)c3)c2N)cc1
51	COc1ccccc1NS(=O)(=O)c1cccc(NS(=O)(=O)c2ccc(Cl)c(C(=O)O)c2)c1
52	FC(F)(F)c1nc2ccccc2n2c(-c3ccc(Cl)cc3)nnc12
53	Cc1ccc(/C(N)=N/OC(=O)CCCc2ccccc2)cc1
54	CC(C)(Oc1ccc(Cl)cc1)C(=O)NCc1ccco1
55	Clc1ccccc1-c1nnc2sc(-c3ccco3)nn12

screen / no.,49,50,51,52,53,54,55
HCMV inh,-20,-28,62,-106*,5,2,-9
AmpC inh no detg,-2%,-27%,-36%,-7%,-17%,-10%,-8%
AmpC detergent,-9%,-3%,x,u,4%,9%,u
Shiga inhibitor,x,54,x,-10,43*,4,-31
FBPA Giardia inh,x,4%,x,6%,x,6%,4%
AMA1-RON2 inh,-6%,-10%,-18%,6%,79%[activator],-1%,2%
CHX counter,x,-2,x,-2,57*,-4,1

From PubChem
